Assay outcomes from PubChem BioAssay.
ALOX12 inh = Primary qHTS assay for inhibitors of human arachidonate 12S-lipoxygenase (ALOX12): Round 2. Polyunsaturated fatty acid lipoxygenase ALOX12 (Homo sapiens), P18054. purified 12hLO, xylenol orange hydroperoxide absorbance. Potency, µM (series often up to 108 µM), for the others: top-dose activity change, negative = inhibition, most hits filed as inhibitors. 1.1% of 580,000 active. AID 1671190, 2021; active = well fitted inhibition curve with a large enough effect; inconclusive = small, poorly fitted or top-dose-only effect, or another doubt; inactive = no such curve, though single readings can be large or run the other way
Target sequence (P18054 whole entry, looked up): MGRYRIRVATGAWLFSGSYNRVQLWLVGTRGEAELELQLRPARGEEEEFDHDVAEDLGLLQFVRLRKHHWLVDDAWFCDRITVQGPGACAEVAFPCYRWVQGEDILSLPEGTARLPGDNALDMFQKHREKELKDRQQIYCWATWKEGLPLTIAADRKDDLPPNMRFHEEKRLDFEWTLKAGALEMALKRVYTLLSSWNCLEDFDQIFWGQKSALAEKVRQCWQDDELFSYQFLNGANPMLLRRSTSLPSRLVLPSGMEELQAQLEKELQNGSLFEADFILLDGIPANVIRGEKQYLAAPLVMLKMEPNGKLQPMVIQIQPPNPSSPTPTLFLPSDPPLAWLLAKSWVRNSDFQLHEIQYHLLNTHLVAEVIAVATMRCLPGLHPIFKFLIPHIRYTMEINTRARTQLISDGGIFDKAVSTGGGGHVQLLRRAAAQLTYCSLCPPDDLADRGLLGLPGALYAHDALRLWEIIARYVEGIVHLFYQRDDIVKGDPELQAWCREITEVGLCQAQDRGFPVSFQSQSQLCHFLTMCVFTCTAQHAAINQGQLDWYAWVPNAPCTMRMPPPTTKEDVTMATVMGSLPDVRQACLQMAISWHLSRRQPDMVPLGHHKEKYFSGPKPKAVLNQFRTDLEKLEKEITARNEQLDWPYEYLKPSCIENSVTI
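Purified human 12hLO at 150 nM in 25 mM Hepes, 0.01% Triton X-100, pH 7.0, preincubated 15 min at room temperature with compound. Reaction started with 40 uM arachidonic acid, 30 min at room temperature. Hydroperoxide measured by Fe-xylenol orange, 573/405 nm absorbance ratio.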
The depositor's hits bear a star; ? = inconclusive; [ ] = remark or other dose. % is set by controls: 0 for no effect and ±100 for the full control effect; potency is the fitted concentration of half-maximal effect. These rows are one share of the data (hit frequency here may not be typical).

SMILES | ALOX12 inh
O=C(Cc1cn2ccsc2n1)N1CCCn2nc(C(O)C3CC3)cc2C1 (stereo unspecified) | 45µM*
O=C(NC1CCN(c2cc(-c3ccccc3)[nH]n2)CC1)c1cc2ccccc2[nH]1 | ?
O/N=C/c1cccc(Cl)c1Cl | -7%
CC(C)=CC(=O)N1CC[C@H](NC(=O)Nc2ccc(F)cc2F)[C@H]1C(=O)N[C@@H](Cc1cccs1)C(N)=O | 10%
CCn1ccc(C(=O)NCC23CCCC=C2NC(=O)CC3)n1 (stereo unspecified) | 28%
Cc1cccc2c(C(=O)N(C)C(C)Cc3ccccn3)cc(-c3cnc(N)nc3)nc12 (stereo unspecified) | 26%
Cc1cccc(CNC(=O)CCc2conc2-c2cccc(F)c2)c1 | 47%[activator]
Cc1cc(NC(=O)CN2CCN(c3nc(N4CCCC4)nc(N4CCCC4)n3)CC2)no1 | -4%
COc1cccc(CNC(=O)C(c2ccc(F)cc2)N(C)C)c1OC (stereo unspecified) | 25%
CCCC(=O)NCc1nnnn1-c1ccc(OCC)cc1 | 5%
CCN(C(=O)C(C)S(=O)(=O)Cc1cccc(Cl)c1)c1ccccc1 (stereo unspecified) | 1%
CCn1nc(C(=O)Nc2ccc(OCC(N)=O)cc2)c2ccccc2c1=O | 52%[activator]
Cc1ccccc1C(=O)Nc1ccc2nc(N3CCN(CCC#N)CC3)cc(C(=O)O)c2c1 | ?
Cc1cc(=O)n(CC(=O)Nc2ccc(C(F)(F)F)cc2)c(N2CCc3ccccc3C2)n1 | -5%
COc1ccc(NC(=O)N2CCCC(Cn3cnc4cccnc43)C2)c(OC)c1 (stereo unspecified) | 6%
CC(C)(C)CCN1CCCC(COc2ccccc2C(=O)N2CCCC2)C1 (stereo unspecified) | 15%
CC(=O)N1C2CCC1CN(c1ccc(C(F)(F)F)cc1)C2 | 4%[12.5 µM]
COc1ccc(C)cc1NC(=O)[C@H]1CCC[C@H]1NC(=O)c1cnc(C)cn1 | -8%
C[C@@H]1ON(C)[C@H]2C[C@H]3c4[nH]c5c(-c6ccc(F)cc6)cccc5c4CCN3C(=O)[C@@H]12 | -22%
CN(CC(O)c1ccccc1)C(=O)c1cn(C(c2ccccc2)c2ccccc2)nn1 (stereo unspecified) | 34%[activator]
CN1C(=O)C2(CCN(Cc3ccc(C#N)cc3)C2)c2ccccc21 (stereo unspecified) | 48%[activator][176 µM]
CC1(C)[C@H](Cc2cc(-c3ccc(F)cc3)on2)C[C@@H]1NC1CCC1 | 13%[176 µM]
CCOC(=O)COc1ccc2c(=O)c(-c3ccc(Cl)cc3)c(C)oc2c1 | 7%
CN(C)C1CN(Cc2cn(Cc3ccccc3)nn2)S(=O)(=O)C1 (stereo unspecified) | 0%
CN(C)C(=O)N1CCn2nc(CNC(=O)c3cc4ccccc4n3C)cc2C1 | 15%

The list goes on (six carried over from the part before).
SMILES | ALOX12 inh
CN(CC(O)c1ccccc1)C(=O)c1cn(C(c2ccccc2)c2ccccc2)nn1 (stereo unspecified) | 34%[activator]
CN1C(=O)C2(CCN(Cc3ccc(C#N)cc3)C2)c2ccccc21 (stereo unspecified) | 48%[activator][176 µM]
CC1(C)[C@H](Cc2cc(-c3ccc(F)cc3)on2)C[C@@H]1NC1CCC1 | 13%[176 µM]
CCOC(=O)COc1ccc2c(=O)c(-c3ccc(Cl)cc3)c(C)oc2c1 | 7%
CN(C)C1CN(Cc2cn(Cc3ccccc3)nn2)S(=O)(=O)C1 (stereo unspecified) | 0%
CN(C)C(=O)N1CCn2nc(CNC(=O)c3cc4ccccc4n3C)cc2C1 | 15%
CN(C)C(=O)c1ccc(-c2nc(Nc3ccncc3)c3ccccc3n2)cc1 | -16%
CNC(=O)c1ccccc1NCC(=O)Nc1sc2c(c1C(=O)OC)CCCCC2 | 0%
CCCCNc1ncc(C(=O)O)c(C)n1 | 2%
Cc1cc(C)c2c(C(=O)O)cc(-c3cccnc3)nc2c1 | 0%
COCCn1c(=O)c(-c2cccs2)nc2cnc(N3CCN(C)CC3)nc21 | 0%
CC1=C(C)CC(C(=O)NCc2ccncc2)C(C(=O)O)C1 (stereo unspecified) | 0%
COCC(=O)N(C)[C@H]1C[C@H]2c3[nH]c4c(-c5ccc6c(c5)OCO6)cccc4c3CCN2C(=O)[C@H]1[C@H](C)O | ?
CNC(=O)c1ccc(N2C(=S)N(c3cnc(C#N)c(C(F)(F)F)c3)C(=O)C23CCC3)cc1F | -3%[57.4 µM]
CC(=O)/C=C/C1C(C)=CCCC1(C)C (stereo unspecified) | 6%[176 µM]
CC1(C)CNC(=O)c2nc(C3(CN4CCCC4)CC3)[nH]c2C1 | 61%[activator]
CCCN1CC2(CCN(C)CC2)CC1C(=O)N(C)Cc1nnc(C)o1 (stereo unspecified) | 6%
N#Cc1nc(C2CC2)oc1N1CCN(C(=O)NC2CCCCCCC2)CC1 | -40%
Cc1c(COC(=O)NC(C)C)c(COC(=O)NC(C)C)c2n1CS(=O)(=O)C2 | 0%
CCCn1c(SCC(=O)Nc2ccc(F)c(F)c2)nc(O)cc1=O | -23%
COc1cccc(CN2CCCC3(CN[S+](=O)([O-])c4ccccc4N3)C2)c1 (stereo unspecified) | 30%[activator]
CCN(CC)S(=O)(=O)c1ccc(-c2nc(C)ccc2OC)cc1 | 11%
O=C(NCc1cccnc1)C1CN(S(=O)(=O)c2cccnc2)CC12CCCCC2 (stereo unspecified) | 27%
COc1ccc(OC)c2nc(-c3cccc(C)c3)c(CN3CCCC(O)C3)cc12 (stereo unspecified) | 39%[activator]
C#CCN1CCN(C(=O)c2cc(-c3ccccc3)nc3ccc(C)cc23)CC1 | ?
COc1cccc([C@H]2CN(C(=O)CCc3scnc3C)C[C@@H]2N)c1 | -2%
CN1CC2(CCN(Cc3ccccc3C#N)CC2)CC1C(=O)N1CCOCC1 (stereo unspecified) | 54%[activator]
Cc1cc(C(=O)N2CCCCCNC(=O)[C@@H]3CCC[C@@H]32)n(C)n1 | 25%
CCCNc1nc(-c2cc(C)n(NC(=O)c3nn(C)c(=O)c4ccccc34)c2C)cs1 | ?
CCc1ccc(/C(C)=N/NC(=O)c2ccccc2C)s1 | -12%
COCCO[C@H]1COCCN(S(=O)(=O)c2ccc(F)cc2)C1 | 56%[activator][176 µM]
The list goes on.
SMILES | ALOX12 inh
CCCn1nc(C(=O)Nc2ncc(Cc3cccc(Cl)c3)s2)ccc1=O | -34%
Cc1ccc(C)c(NC(=O)COC(=O)c2nc(-c3ccccc3)oc2C)c1 | -28%
Cc1ccc(-c2noc([C@@H]3C[C@@H](O)CN3C3CCCCC3)n2)cc1F | 11%[176 µM]
O=C(c1ccccn1)N1CCC(N(Cc2cccnc2)C2CCOCC2)CC1 | 38%[activator]
Cc1cc(=O)n(CC(=O)Nc2ccc(C)c(C)c2)c(N(C)Cc2ccccc2)n1 | 27%
CN1CCCC1CCNc1nccc(-c2cnn(-c3ccc(F)cc3)c2)n1 (stereo unspecified) | 58%[activator]
O=C(CSc1nc2ccccc2s1)Nc1ccc(F)c(F)c1 | 35µM*
COc1cc(/C=N/O)cc(Cl)c1OC(C)=O | -4%
CCCCNc1nc(-c2ccc(Cl)cc2)nc2ccccc12 | ?
CCOC(=O)c1oc2cc(OC(C)=O)ccc2c(=O)c1-c1ccc(OC)cc1 | ?
COc1ccc(/C=C(\C#N)c2nc3ccccc3o2)cc1 | -27%
C=CCOC(=O)C1=C(C)N=C2SC=C(CC(=O)N3CCCC3)N2C1c1ccc(F)cc1 (stereo unspecified) | 18%
COc1ccc2c(C)c(C(=O)N3CC[C@H](CO)[C@@H](O)C3)oc2c1 | 72%[activator]
Cn1c(COc2ccc(Cl)cc2)nnc1SCC(O)COc1ccc(C(C)(C)C)cc1 (stereo unspecified) | -24%
CCOc1cccc(C(=O)N2CCCCC2CCN2CCCCC2)c1 (stereo unspecified) | 6%
O=C(COc1ccc(F)cc1)N1CCCC(n2cc(-c3nc(C4CC4)no3)nn2)C1 (stereo unspecified) | 0%
O=C(Nc1ccc(-c2ccccc2)cc1)c1ccccc1C(F)(F)F | ?
O=[S+]([O-])(c1cccc(C(F)(F)F)c1)N1CC(Oc2ccc3c(c2)OCO3)C1 | ?
Cc1ccc(C(=O)N2CCC(C(NC(=O)c3ccccc3C)C(=O)NCC(C)C)CC2)cc1 (stereo unspecified) | 4%
O=[S+]([O-])(c1ccncc1)c1nnn2c1nc(NC1CC1)c1ccccc12 | 4%[6.33 µM]
O=C(COc1ncnc2sc3c(c12)CCC3)Nc1ccc(S(=O)(=O)N2CCCC2)cc1 | -19%
CC(C)CC(NC(=O)Cn1cnc(C#N)n1)c1ccccc1 (stereo unspecified) | 73%[activator]
CCSc1ccc(N)cc1 | ?
CC(Oc1cccc(Cl)c1)C(=O)NCCc1cccs1 (stereo unspecified) | -22%
CN(Cc1ccc2ccccc2c1)C(=O)CN(C)c1ncnc2nc[nH]c12 | -3%
More records follow.
SMILES | ALOX12 inh
Cc1noc(-c2nc(Cc3ccc(F)cc3)no2)n1 | 40%[activator]
Cc1ccc(-c2cc(C(=O)Nc3ccc(S(=O)(=O)N4CCCCC4C)cc3)no2)cc1 (stereo unspecified) | -28%
CCn1ccc(C(=O)N2CCCN(c3cc(-c4ccc(OC)cc4)[nH]n3)CC2)n1 | 87%[activator]
COc1cc(OC)cc(C(=O)Nc2ccc3c(c2)CN(Cc2ccc(F)cc2)C(=O)C(C)O3)c1 (stereo unspecified) | ?
CCN(CC)C(=O)c1ccc(C(CCOC(=O)Oc2ccccc2)c2ccc(OC)cc2)cc1 (stereo unspecified) | ?
CCn1cc(-c2ccncc2)cc1C(=O)NCc1ccc(OC(C)C)cc1 | 56%[activator]
CC(C)N1CC[C@@H]2[C@H]1C(=O)NC[C@H](CCC(=O)NCc1ccc(F)cc1)N2C | 74%[activator][176 µM]
C#CCNC(=O)c1cc2cccnc2nc1N | 0%
Cc1ccc(-c2nnc(C3CN(C(=O)c4cccc(F)c4)CC34CCOCC4)o2)cc1 (stereo unspecified) | ?
CC(SC1CCCC1)C(=O)Nc1cccc(Cl)c1Cl (stereo unspecified) | -20%
O=C(O)C(c1c[nH]c2ccc(Br)cc12)N1CCN(c2ncc(Br)cn2)CC1 (stereo unspecified) | ?
O=C(Cc1ccc2c(c1)CCC2)Nc1cc(C(F)(F)F)ccc1Cl | ?
CC(=O)C1=C(O)C(=O)NC1c1ccc(Br)cc1 (stereo unspecified) | 33%
CC(=O)NCc1cn[nH]c1-c1ccc(Cl)cc1 | 8%
CC(=O)Nc1ccc(OCCS(C)(=O)=O)cc1 | 4%
CCCn1c(=O)c2ccc(C(=O)NCC(C)C)cc2n2c(SCc3ccccc3F)nnc12 | 9%
CC1(C)CCC2=C(C1=O)C(c1ccc(O)cc1)C1=C(CCC(C)(C)C1=O)O2 | -1%
CN1CCN(c2cc(=O)c3ccnc(N4CCN(c5ccccn5)CC4)c3o2)CC1 | 19%[176 µM]
CCC1(CC)Cc2ccccc2C(NC(=O)NC2CCCC2)=C1C#N | -25%
Cc1noc2c(-c3ccsc3)cc(-c3cccnc3)nc12 | 28%[176 µM]
O=C(c1cccs1)N1CCC2(CC1)N=C(c1ccccc1)NO2 | 7%
COc1ccc(Nc2nc(-c3cc4cc(Cl)ccc4oc3=O)cs2)c(OC)c1 | ?
Cc1cccc(-c2nc(Cn3nc(C)c4c(C)onc4c3=O)c(C)o2)c1 | -29%
CCc1ccccc1N/N=C(/c1ccccc1)c1ccc(Br)cc1 | 7.9µM*
COc1ccc(C)cc1NC(=O)C1CCN(C(=O)N2CC3CC(C2)[C@H]2CCCC(=O)N2C3)CC1 (stereo partly specified) | 10%

Quoted at random: 7 compounds from above, in no set order.
SMILES | ALOX12 inh
CC1(C)CCC2=C(C1=O)C(c1ccc(O)cc1)C1=C(CCC(C)(C)C1=O)O2 | -1%
C#CCNC(=O)c1cc2cccnc2nc1N | 0%
CC(=O)Nc1ccc(OCCS(C)(=O)=O)cc1 | 4%
CC(C)N1CC[C@@H]2[C@H]1C(=O)NC[C@H](CCC(=O)NCc1ccc(F)cc1)N2C | 74%[activator][176 µM]
Cc1noc2c(-c3ccsc3)cc(-c3cccnc3)nc12 | 28%[176 µM]
CCn1ccc(C(=O)N2CCCN(c3cc(-c4ccc(OC)cc4)[nH]n3)CC2)n1 | 87%[activator]
O=C(O)C(c1c[nH]c2ccc(Br)cc12)N1CCN(c2ncc(Br)cn2)CC1 (stereo unspecified) | ?

(list continues)
SMILES | ALOX12 inh
O=C(Nc1nnc(-c2ccc(Cl)cc2)o1)C1CCN(S(=O)(=O)c2cc(F)ccc2F)CC1 | -4%
NC(=O)[C@@H](Cc1c[nH]c2ccccc12)NC(=O)[C@@H]1C[C@@H](NS(=O)(=O)c2cccs2)CCN1C(=O)[C@@H](O)[C@H](O)C(=O)O | 13%
COCCN1C(=O)c2ccccc2N2C(=O)CCC12C(=O)OCc1cc(=O)oc2cc(C)ccc12 (stereo unspecified) | ?
COCC(=O)N[C@@H]1CN(Cc2ccc(Cl)cc2F)C[C@H]1CO | ?
O=C(Nc1ccccc1C(=O)NC1CCCC1)c1ccnc(-n2cncn2)c1 | ?
CN(CC(=O)Nc1ccccc1Cl)Cc1csc(-c2ccccc2)n1 | 12%
COC(=O)[C@]12C[C@H](CC(=O)NCc3ccc(C)o3)C(=O)N(Cc3ccc(Cl)cc3Cl)C1=C[C@H](C1CCCC1)O[C@@H]2C | ?
CCc1cccc(C)c1NC(=O)c1nn(-c2ccccc2)c(=O)c2ccccc12 | 34%[activator]
O=C([C@@H]1C[C@H](c2ccc(F)cc2)N(Cc2ccccc2Cl)C1)N1CC(O)C1 | -12%[176 µM]
CC(=O)Nc1ccc(C)cc1S(=O)(=O)N1CCCC1c1ccco1 (stereo unspecified) | -8%
O=C(C1CCCCC1)N1C[C@@H]2OCC(=O)N(Cc3ccccn3)[C@@H]2C1 | 9%[176 µM]
